Screening data: PubChem, several laboratories
NS3 helicase inh – HCV NS3 helicase inhibition | hit rate 0.56% among 290,000 | NS3 helicase DNA unwinding, Cy5 molecular beacon fluorescence | inhibition, % at 10.9 µM;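 active = inhibition above the mean of all tested compounds plus 3 SD, set per campaign, cut at about 35% in these data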;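 also: 0% = DMSO wells and 100% = thioflavine S control wells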
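assay system = NS3 helicase fragment of HCV | buffer or medium = MOPS pH 6.5, MgCl2, DTT, Tween20, BSA | timing = 60 min unwinding reaction at 25 °C after ATP addition | signal = Cy5 beacon fluorescence read at start and 1 h | read-out basis = % inhibition of unwinding | control set = low DMSO, high thioflavine S at 110 µM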
MEKK2 WT-MEK5 – raises or lowers MEK5 binding to wildtype human MEKK2 PB1 domain | bead flow cytometry, Alexa488-MEK5 binding to MEKK2 WT; actives lie on both sides | binding response (% of control), % at 10 µM | hit rate 1.1% among 290,000; in the data active = binding response below about 67% or above about 130%
GalR3 antagonist – blocks the human galanin receptor 3 | O60755 | HEK293 GalR3-CNG cAMP membrane potential fluorescence; galR3 body fused to GalR1 C-terminus | inhibition, % at 3 µM | hit rate 0.44% among 360,000;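 active = inhibition above the screen-wide average plus 3 SD, cut at about 13% in these data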;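 also: forskolin and galanin both at EC90 stimulate the cells; cAMP rise reported by CNG channel membrane potential dye signal; 0% = forskolin plus galanin with DMSO and 100% = forskolin alone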
CRFBP-R2 block – CRF-BP/CRF-R2 complex antagonism; HEK293 CRF-R2/CRF-BP, CRF-induced calcium fluorescence; inhibition, % at 11.8 µM; hit rate 0.59% among 350,000;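 active = inhibition of the ligand-induced calcium signal above about 50% at the single tested concentration, limit read from the data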
MEKK3 PB1 HTS – MEKK3-MEK5 PB1 interaction, increase or decrease; bead-based flow cytometry, Alexa488-MEK5 binding to MEKK3; actives lie on both sides; 0 = blocked by unlabeled MEK5, 100 = vehicle; AID 1529; hit rate 1.4% among 290,000; Q99759; binding response (% of control), % at 10 µM;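 active = binding response more than 3 SD above or below the average of its plate-row segment, actives on both sides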;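 also: Alexa488 bead fluorescence after subtracting the streptavidin-only scavenger bead signal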
Target sequence (Q99759 whole entry, looked up): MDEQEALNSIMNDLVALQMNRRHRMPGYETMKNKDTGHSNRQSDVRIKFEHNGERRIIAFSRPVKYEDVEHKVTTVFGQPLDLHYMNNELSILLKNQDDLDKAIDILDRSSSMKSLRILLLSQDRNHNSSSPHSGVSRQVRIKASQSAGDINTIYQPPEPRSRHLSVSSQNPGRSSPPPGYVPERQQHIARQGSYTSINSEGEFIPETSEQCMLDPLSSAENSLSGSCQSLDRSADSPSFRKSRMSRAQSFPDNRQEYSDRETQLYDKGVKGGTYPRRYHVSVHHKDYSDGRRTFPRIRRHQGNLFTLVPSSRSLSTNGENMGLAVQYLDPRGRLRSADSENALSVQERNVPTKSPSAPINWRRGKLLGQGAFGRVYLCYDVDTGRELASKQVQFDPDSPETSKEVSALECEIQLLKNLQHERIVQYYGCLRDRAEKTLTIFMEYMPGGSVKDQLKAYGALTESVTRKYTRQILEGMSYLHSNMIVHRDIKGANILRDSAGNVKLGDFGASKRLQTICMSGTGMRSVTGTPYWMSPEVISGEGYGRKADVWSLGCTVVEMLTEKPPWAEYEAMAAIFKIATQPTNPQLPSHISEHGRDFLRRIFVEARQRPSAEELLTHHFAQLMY
UBC9 SUMO inh – inhibitors of human SUMOylation (UBC9) | inhibition, % at 35 µM | hit rate 0.36% among 290,000 | P63279 | HTRF SUMOylation assay, SAE1/SAE2 + UBC9, in vitro; in the data active = inhibition above about 50%, passing the limit was not always enough; also: strong numbers were not always called active
Target sequence (P63279 whole entry, looked up): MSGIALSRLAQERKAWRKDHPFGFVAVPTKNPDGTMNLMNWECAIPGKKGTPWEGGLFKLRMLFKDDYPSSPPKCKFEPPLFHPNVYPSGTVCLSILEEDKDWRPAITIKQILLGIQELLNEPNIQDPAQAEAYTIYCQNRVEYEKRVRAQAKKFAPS
FID counter – counter-screen for HCV NS3 helicase inhibitors: DNA intercalator displacement | DNA fluorescent intercalator displacement, fluorescence | inhibition, % at 7.9 µM | hit rate 0.17% among 290,000 | AID 1845; in the data active = inhibition above about 37%;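 also: 0% = vehicle and 100% = reference compound; higher means more ethidium bromide displaced from hairpin DNA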
CRFBP-R2 agonist – agonists of human CRF-binding protein/CRF-R2 receptor complex | hit rate 0.46% among 350,000 | HEK293 CRF-R2/CRF-BP, calcium dye fluorescence (FLIPR); percent of saturating CRF peptide response | AID 588473 | activation, % at 13.2 µM;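 active = activation of at least 50%, plus an integration ratio under a set limit after plate pattern correction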;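 also: plate controls were neutral control wells without compound for no effect and CRF at EC100 for full effect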
MEKK2 mut-MEK5 – signal of MEK5 binding to mutant human MEKK2 PB1 domain; bead flow cytometry, Alexa488-MEK5 binding to MEKK2 mutant; percent response, % at 10 µM; hit rate 0.35% among 290,000; in the data active = percent response above about 24%, passing the limit was not always enough; also: inactives centre near 1; some results filed as inactive read as strong as hits
Starred values were filed as active, the others as inactive; nt = not tested or not shown. This is a subset; rates above refer to the full screens.

no.	SMILES	NS3 helicase inh	MEKK2 WT-MEK5	GalR3 antagonist	CRFBP-R2 block	MEKK3 PB1 HTS
1	Cc1c(OCC(=O)NC(Cc2ccc(Cl)cc2)C(=O)O)ccc2c1oc(=O)c1ccccc12 (stereo unspecified)	-31.0	102.0	2.8	1.6	101.0
2	O=C(Nc1ccccc1)C1=C[C@H](c2ccc(Br)cc2)C[C@H](OCc2ccc(CO)cc2)O1	-16.3	104.0	-2.5	4.7	91.0
3	CCOC(=O)CSc1nc2c(sc(=S)n2-c2ccccc2)c(=O)n1-c1ccc(OC)cc1OC	10.4	92.0	-7.8	12.3	95.0
4	COc1cccc(NC(=O)Cc2nnc(SCC(=O)c3ccccc3)n2C)c1	-10.5	94.0	-1.6	14.5	100.0
5	CC1CC(=O)NN=C1c1cccs1 (stereo unspecified)	-0.2	98.0	6.9	-5.7	104.0
6	O=C(Cn1cnc2c(cnn2-c2ccccc2)c1=O)c1ccc(Cl)cc1	1.8	100.0	-2.8	-2.1	101.0
7	Cc1ccc(-n2c(CNC(=O)c3cccs3)nnc2SCC(=O)NO)cc1	0.9	95.0	0.6	-1.4	102.0
8	Cc1ccc(S(=O)(=O)N2CCCC(C(=O)NCc3ccccc3F)C2)cc1 (stereo unspecified)	-2.7	102.0	-4.4	9.5	103.0
9	CCN(CC(=O)NCc1ccc(F)cc1)C(=O)/C=C/c1ccc(S(=O)(=O)N(CC)CC)cc1	-14.8	104.0	-10.3	-15.2	103.0
10	O=C(CSc1nnc(C2CC2)n1-c1ccccc1)NCc1ccco1	10.8	98.0	-5.5	30.4	97.0
11	O=C(CN1C(=O)C2C3C=CC(C3)C2C1=O)Nc1cccc2c1CCCC2 (stereo unspecified)	8.7	101.0	-5.3	2.6	98.0
12	Cc1ccc(C(=O)N2CCN(c3ccccc3F)CC2)cc1S(=O)(=O)N1CCOCC1	3.4	102.0	-3.5	-1.1	100.0

no.	UBC9 SUMO inh	FID counter	CRFBP-R2 agonist	MEKK2 mut-MEK5
1	45.9	20.3	-0.7	0.0
2	6.9	-15.5	1.0	1.0
3	-1.3	-30.1	-0.3	-5.0
4	9.6	-7.5	2.0	0.0
5	-1.9	1.7	1.0	2.0
6	1.7	-2.8	-2.6	4.0
7	2.4	1.4	3.7	-4.0
8	0.6	-23.3	0.2	0.0
9	-13.9	-44.7	1.8	-4.0
10	0.3	-9.4	-1.6	-1.0
11	5.2	-4.0	0.2	8.0
12	9.7	-28.1	-1.0	4.0

More entries:
no.	SMILES	NS3 helicase inh	MEKK2 WT-MEK5	GalR3 antagonist	CRFBP-R2 block	MEKK3 PB1 HTS
13	Cc1cccc2cc(C(c3nnnn3Cc3ccccc3)N3CCN(C)CC3)c(=O)[nH]c12 (stereo unspecified)	6.2	97.0	nt	-12.9	96.0
14	Fc1cccc(F)c1-n1c(CN2CCCCC2)csc1=S	19.5	104.0	-5.5	9.0	108.0
15	CN(C)CCCn1c(SCC(=O)N2c3ccccc3Sc3ccccc32)nc2ccccc2c1=O	-95.2	166.0*	-8.0	-9.1	103.0
16	Cc1ccc(CN2CCN(Cc3ccc(-n4cccn4)cc3C)CC2CCO)cc1 (stereo unspecified)	-24.1	106.0	-1.6	-19.9	97.0
17	CCOc1ccc(N2C(=O)Nc3ccccc3C2(O)C(=O)NCc2ccco2)cc1 (stereo unspecified)	-2.0	101.0	-2.0	-0.3	94.0
18	C/C(=N/Oc1nc(C)cc(C)n1)c1ccc(Br)cc1	4.8	104.0	1.6	6.6	103.0
19	O=C(COCc1cc(-c2ccc3c(c2)OCO3)on1)N1CCN(c2ccc(F)cc2)CC1	-4.7	103.0	-6.0	-20.6	100.0
20	Cc1cc(Cl)ccc1NC(=S)NCCc1ccc(S(N)(=O)=O)cc1	nt	104.0	-0.2	20.2	102.0
21	CCOc1cc(/C=N\NC(=O)C2C(=O)NCC2c2ccccc2)ccc1OC (stereo unspecified)	2.6	95.0	-7.0	-74.4	92.0

no.	UBC9 SUMO inh	FID counter	CRFBP-R2 agonist	MEKK2 mut-MEK5
13	8.5	5.8	-1.0	-3.0
14	-6.4	-8.2	-0.3	3.0
15	-6.1	10.4	6.6	45.0
16	24.0	8.0	2.4	-1.0
17	4.0	-0.8	7.8	-42.0
18	2.5	-12.9	-0.8	5.0
19	6.8	-17.8	-1.0	2.0
20	nt	nt	0.7	2.0
21	12.7	-29.9	56.1*	-2.0

Reformatted in markdown: eleven of the compounds above
| item | SMILES | NS3 helicase inh | MEKK2 WT-MEK5 | GalR3 antagonist | CRFBP-R2 block | MEKK3 PB1 HTS | UBC9 SUMO inh | FID counter | CRFBP-R2 agonist | MEKK2 mut-MEK5 |
| --- | --- | --- | --- | --- | --- | --- | --- | --- | --- | --- |
| 11 | O=C(CN1C(=O)C2C3C=CC(C3)C2C1=O)Nc1cccc2c1CCCC2 (stereo unspecified) | 8.7 | 101.0 | -5.3 | 2.6 | 98.0 | 5.2 | -4.0 | 0.2 | 8.0 |
| 12 | Cc1ccc(C(=O)N2CCN(c3ccccc3F)CC2)cc1S(=O)(=O)N1CCOCC1 | 3.4 | 102.0 | -3.5 | -1.1 | 100.0 | 9.7 | -28.1 | -1.0 | 4.0 |
| 13 | Cc1cccc2cc(C(c3nnnn3Cc3ccccc3)N3CCN(C)CC3)c(=O)[nH]c12 (stereo unspecified) | 6.2 | 97.0 | nt | -12.9 | 96.0 | 8.5 | 5.8 | -1.0 | -3.0 |
| 14 | Fc1cccc(F)c1-n1c(CN2CCCCC2)csc1=S | 19.5 | 104.0 | -5.5 | 9.0 | 108.0 | -6.4 | -8.2 | -0.3 | 3.0 |
| 15 | CN(C)CCCn1c(SCC(=O)N2c3ccccc3Sc3ccccc32)nc2ccccc2c1=O | -95.2 | 166.0* | -8.0 | -9.1 | 103.0 | -6.1 | 10.4 | 6.6 | 45.0 |
| 16 | Cc1ccc(CN2CCN(Cc3ccc(-n4cccn4)cc3C)CC2CCO)cc1 (stereo unspecified) | -24.1 | 106.0 | -1.6 | -19.9 | 97.0 | 24.0 | 8.0 | 2.4 | -1.0 |
| 17 | CCOc1ccc(N2C(=O)Nc3ccccc3C2(O)C(=O)NCc2ccco2)cc1 (stereo unspecified) | -2.0 | 101.0 | -2.0 | -0.3 | 94.0 | 4.0 | -0.8 | 7.8 | -42.0 |
| 18 | C/C(=N/Oc1nc(C)cc(C)n1)c1ccc(Br)cc1 | 4.8 | 104.0 | 1.6 | 6.6 | 103.0 | 2.5 | -12.9 | -0.8 | 5.0 |
| 19 | O=C(COCc1cc(-c2ccc3c(c2)OCO3)on1)N1CCN(c2ccc(F)cc2)CC1 | -4.7 | 103.0 | -6.0 | -20.6 | 100.0 | 6.8 | -17.8 | -1.0 | 2.0 |
| 20 | Cc1cc(Cl)ccc1NC(=S)NCCc1ccc(S(N)(=O)=O)cc1 | nt | 104.0 | -0.2 | 20.2 | 102.0 | nt | nt | 0.7 | 2.0 |
| 21 | CCOc1cc(/C=N\NC(=O)C2C(=O)NCC2c2ccccc2)ccc1OC (stereo unspecified) | 2.6 | 95.0 | -7.0 | -74.4 | 92.0 | 12.7 | -29.9 | 56.1* | -2.0 |
